# Assay outcomes: PubChem BioAssay, several laboratories
# Cl transport mod – KCC2 (human) Cl- transport modulation; Q9H2X9; KCC2 cells, thallium flux FluoZin-2 fluorescence; 2.2% of 190,000 active; AID 1456; B-score of Tl+ flux slope (higher = more flux/activation; lower = inhibition) at 10 µM;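 active = thallium flux slope and its plate-corrected score both differing from the plate sample mean at a set confidence after two filtering rounds, in either direction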;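 note: slope of fluorescence scaled to starting intensity during 10 to 20 s after thallium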
# m-calpain inh – inhibitors of pig calpain II. 0.37% of 220,000 active. purified calpain II, fluorogenic peptide substrate, 30 min. inhibition, % at 16 µM;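 active = inhibition above about 50%, limit read from the data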
# Furin inh – blocks human furin protease activity; P09958; purified furin, fluorogenic substrate cleavage; inhibition, % at 30 µM; 0.061% of 220,000 active; in the data active = inhibition above about 25%; note: inactives centre near -15
# thrombin 1536 – thrombin (human) inhibition. P00734. alpha-thrombin, Boc-VPR-AMC fluorogenic substrate cleavage. inhibition, % at 5 µM. 0.26% of 220,000 active. AID 1046;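 active = inhibition at or above 40%; inactive = inhibition below 40%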;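 note: 0% = enzyme with no compound and 100% = wells without enzyme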
#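 System: human alpha-thrombin protein; Compound dosing: one concentration per compound, 5 µM, with 0.2% DMSO; Timing: reaction at room temperature; Technique: AMC fluorescence, 355/460 nm; Controls: enzyme without compound as high, wells lacking enzyme as low.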
# FXIIa inh 1536 – inhibitors of human coagulation factor XIIa | AID 800 | 0.3% of 220,000 active | purified FXIIa, Boc-QGR-AMC fluorogenic substrate, 2 h | P00748 | inhibition, % at 5 µM; in the data active = inhibition above about 40%;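 note: 0% = enzyme with no compound and 100% = blank without enzyme; many of its hits are not listed in these tables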
# KLK5 inh – inhibitors of human kallikrein 5; recombinant hK5, fluorogenic AMC substrate cleavage; 0.59% of 210,000 active; inhibition, % at 5 µM; Q9Y337;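 active = inhibition of 40% or more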;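 note: 0% = enzyme controls without compound and 100% = no-enzyme blanks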
# Target sequence (Q9Y337 67-293 limits assumed): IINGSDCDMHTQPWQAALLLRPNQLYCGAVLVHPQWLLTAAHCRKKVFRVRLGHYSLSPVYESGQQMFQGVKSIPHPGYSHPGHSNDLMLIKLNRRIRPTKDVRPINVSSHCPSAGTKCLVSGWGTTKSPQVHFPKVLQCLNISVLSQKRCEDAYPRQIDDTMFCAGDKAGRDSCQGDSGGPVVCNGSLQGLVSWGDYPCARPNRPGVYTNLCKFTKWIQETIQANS
# Rad51 HR inh – Rad51 (human) homologous recombination inhibition | Q06609 | hRad51 DNA strand exchange, fluorescence dequenching | inhibition, % at 10 µM | 0.085% of 200,000 active;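 active = inhibition above 40% at the single screening dose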;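 note: 0% = DMSO control wells and 100% = blanks with heterologous ssDNA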
#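 Material: hRad51 filaments on single-stranded DNA; Reagent: Donor/quencher-labelled 47-bp dsDNA substrate; Compound: 10 µM final, single point; Schedule: 37 °C 15-min filament assembly, 30-min compound preincubation, 15-min exchange; Technique: FRET fluorescence, excitation 485 nm, emission 520 nm; Benchmarks: control wells and blank wells on each plate.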
# PERK inh – blocks human PERK kinase | Q9NZJ5 | inhibition, % at 5.6 µM | CHO PERK-DD fusion, SEAP luminescence translation reporter | 0.17% of 220,000 active;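 active = inhibition above the mean inhibition of all tested compounds plus 3 SD, set separately per screening campaign, cut at about 2.9% in these data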;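 note: PERK kinase domain activated by AP20187 dimerizer at 100 nM; 0% = DMSO with dimerizer and 100% = rapamycin at 8.4 µM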
# FXIa inh – inhibitors of human coagulation factor XIa | 0.14% of 220,000 active | AID 798 | P03951 | inhibition, % at 5 µM | purified FXIa, Boc-Glu-Ala-Arg-AMC fluorogenic substrate;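 active = inhibition of at least 40%; inactive = inhibition below 40%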;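 note: fluorescence of freed AMC excited at 355 nm; 0% = enzyme without compound and 100% = no enzyme blank; many of its hits are not listed in these tables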
# Target sequence (P03951 19-387 limits assumed): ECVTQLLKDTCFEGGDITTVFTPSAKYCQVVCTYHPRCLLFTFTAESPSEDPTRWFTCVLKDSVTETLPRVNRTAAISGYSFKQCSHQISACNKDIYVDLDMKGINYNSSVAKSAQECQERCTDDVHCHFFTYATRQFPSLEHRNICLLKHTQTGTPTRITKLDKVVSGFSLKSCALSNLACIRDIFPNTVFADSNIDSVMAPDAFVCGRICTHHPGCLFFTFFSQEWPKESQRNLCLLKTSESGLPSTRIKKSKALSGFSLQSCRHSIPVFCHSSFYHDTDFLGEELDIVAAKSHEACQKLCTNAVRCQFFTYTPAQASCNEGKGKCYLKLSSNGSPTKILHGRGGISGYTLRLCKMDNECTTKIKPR
# Target sequence (P03951 388-625 limits assumed): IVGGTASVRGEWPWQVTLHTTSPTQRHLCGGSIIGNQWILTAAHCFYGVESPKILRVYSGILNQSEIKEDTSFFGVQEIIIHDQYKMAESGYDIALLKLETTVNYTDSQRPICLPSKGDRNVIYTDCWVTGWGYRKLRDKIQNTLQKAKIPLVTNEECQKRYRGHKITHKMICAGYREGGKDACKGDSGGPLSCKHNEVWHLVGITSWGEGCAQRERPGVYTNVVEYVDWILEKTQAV
# * = called active by the depositor; . = not tested or not shown; [ ] = another dose, or the depositor's remark. The list is partial (hit frequency here may not be typical).
PERK inh	Rad51 HR inh	Cl transport mod	FXIa inh	thrombin 1536	m-calpain inh	FXIIa inh 1536	Furin inh	KLK5 inh	structure
-0.7	.	-0.33	1	-2	-72	12	-13[20 µM]	-9	O=[N+]([O-])c1ccc(/C=N/Nc2nc(N3CCCCCC3)nc(N3CCCCCC3)n2)o1
0.9	.	-0.26	1	-8	14	4	-7	-3	CC(C)Nc1nc2nonc2nc1Nc1ccccc1
2.0	.	2.1	-6	-8	-16	5	-14	-5	Cc1c(Cl)cccc1NC(=S)N1CCN(c2ccc([N+](=O)[O-])cn2)CC1
-0.1	-1	-0.75	-2	-13	5	-7	-24	-8	COc1ccc(NC(=O)CSc2nncc3ccccc23)cc1
-1.4	-2	.	2	-1	-12	8	-18[20 µM]	-4	CCC(=O)N1CCc2cc(S(=O)(=O)NCCN3CCCCC3CC)ccc21 (centres undefined)
0.7	2	1.1	6	-5	-6	6	-13	-37	COC(=O)c1ccc(NC(=S)NNC(=O)CC(C)C)cc1
0.3	-7	-0.81	2	4	4	12	-34	2	O=S(=O)(NCc1cc(-c2ccccc2)no1)c1ccccc1Cl
-0.7	-1	-0.0085	2	3	-4	10	-10	-8	CN(C)c1ccc(CN2CCCCCC2)cc1

# The results go on:
PERK inh	Rad51 HR inh	Cl transport mod	FXIa inh	thrombin 1536	m-calpain inh	FXIIa inh 1536	Furin inh	KLK5 inh	structure
0.8	-14	-0.65	22	18	29	35	-9	17	Cc1ccc(/C=C2\C(=O)ON=C2c2ccccc2)o1
-0.2	-2	.	4	14	23	7	2	15	COc1cc(C(=O)Nc2sc3c(c2C#N)CCN(C(C)=O)C3)cc(OC)c1OC
0.7	.	-0.016	1	-7	2	7	-18	.	CCOc1ccc(S(=O)(=O)NN=C2CCN(C(C)=O)CC2)cc1
0.8	2	0.81	3	7	7	16	-8	-18	c1cnn(Cc2cnc(N3CCOCC3)s2)c1
0.5	0	0.28	-4	0	-5	3	-6	-6	NC(=S)NNC(=O)c1ccccc1Cl
-1.3	-1	.	-3	1	-30	15	-13[20 µM]	-25	O=C(O)CCc1ccc(-c2ccc(Cl)cc2)o1
1.1	2	0.51	0	0	-10	12	-14	-18	CCCCOC(=O)CSCC(=O)Nc1cc(C)on1
-0.8	.	.	7	-5	-24	-1	-18[20 µM]	1	C=CCn1c(=O)n2ncnc2c2c3c(sc21)CCCC3

# By substructure: the entries above containing a Cl atom.
PERK inh	Rad51 HR inh	Cl transport mod	FXIa inh	thrombin 1536	m-calpain inh	FXIIa inh 1536	Furin inh	KLK5 inh	structure
2.0	.	2.1	-6	-8	-16	5	-14	-5	Cc1c(Cl)cccc1NC(=S)N1CCN(c2ccc([N+](=O)[O-])cn2)CC1
0.3	-7	-0.81	2	4	4	12	-34	2	O=S(=O)(NCc1cc(-c2ccccc2)no1)c1ccccc1Cl
0.5	0	0.28	-4	0	-5	3	-6	-6	NC(=S)NNC(=O)c1ccccc1Cl
-1.3	-1	.	-3	1	-30	15	-13[20 µM]	-25	O=C(O)CCc1ccc(-c2ccc(Cl)cc2)o1

# Additional structures
PERK inh	Rad51 HR inh	Cl transport mod	FXIa inh	thrombin 1536	m-calpain inh	FXIIa inh 1536	Furin inh	KLK5 inh	structure
0.9	-8	.	-10	-4	0	5	-49	-24	CCC(C)(C)n1nnnc1CN(Cc1cc2cc(OC)c(OC)cc2[nH]c1=O)C1CCCC1
2.1	-4	.	-1	0	23	11	-20[20 µM]	-8	COc1cccc(NC(=O)CSc2nnc(C)s2)c1
-0.6	1	.	0	-9	-24	10	-27[20 µM]	-11	CC1(C)CC(O)(CCNCc2ccc3c(c2)OCO3)CCO1 (centres undefined)
.	-4	0.26	4	3	-30	9	-28	5	O=C(Nc1ccc(-c2csc(Nc3ccccc3)n2)cc1)c1cccc(C(F)(F)F)c1
-0.1	-2	-0.092	-13	-7	-351	-19	-4	-8	O=c1cc(-c2ccc3c(c2)OCO3)oc2ccccc12
-0.3	9	-0.48	6	-13	7	14	-29	-17	CCOc1ccc(NC(=O)Cn2nnc(-c3ccccc3NC(=O)CC)n2)cc1
0.4	2	-0.8	-9	-5	-21	11	-26	0	CCOC(=O)N1CCN(C(c2ccc(C(C)C)cc2)c2sc3nc(C)nn3c2O)CC1 (centres undefined)
0.3	-13	0.17	-1	-3	-6	6	-3	-17	CSc1ccccc1NC(=O)CN(c1ccccc1Br)S(C)(=O)=O

# (list continues)
PERK inh	Rad51 HR inh	Cl transport mod	FXIa inh	thrombin 1536	m-calpain inh	FXIIa inh 1536	Furin inh	KLK5 inh	structure
-1.2	3	-2.9	6	5	6	12	5	-13	CC(C)Cn1c(SCC(=O)c2ccc(Cl)s2)nnc1-c1ccco1
0.0	3	-1.1	18	.	-2	10	-5	15	CCCCc1nc(SCc2ccc([N+](=O)[O-])cc2)n[nH]1
0.9	-35	1.5	18	1	0	27	-29	-15	O=C(N/N=C/c1ccccc1)c1cc(-c2ccc3c(c2)OCO3)n[nH]1
0.2	.	0.96	-6	-6	-4	2	-22	-5	CCc1nc(SCC(=O)Nc2ccc(OC)cc2[N+](=O)[O-])n[nH]1
-1.5	2	-0.026	-1	-1	0	-4	-7	3	CCCc1nnc(NC(=O)CN2C(=O)C3C4C=CC(C4)C3C2=O)s1 (centres undefined)
0.3	13	5.7*	-1	-5	-7	3	-18	-1	CC(C)c1ccc(OCC(=O)NNC(=O)c2cnccn2)cc1
1.5	0	-0.86	-2	-3	-127	1	-1[20 µM]	-12	Cc1cc(C)c(C#N)c(N2CCOCC2)n1
-1.3	8	-1.1	-2	-3	-12	11	-19	-3	O=C(NCCc1ccccc1)C1CCC(CNS(=O)(=O)c2cccc3cccnc23)CC1 (centres undefined)

# Already shown: four of the compounds above.
PERK inh	Rad51 HR inh	Cl transport mod	FXIa inh	thrombin 1536	m-calpain inh	FXIIa inh 1536	Furin inh	KLK5 inh	structure
-1.2	3	-2.9	6	5	6	12	5	-13	CC(C)Cn1c(SCC(=O)c2ccc(Cl)s2)nnc1-c1ccco1
0.0	3	-1.1	18	.	-2	10	-5	15	CCCCc1nc(SCc2ccc([N+](=O)[O-])cc2)n[nH]1
0.9	-35	1.5	18	1	0	27	-29	-15	O=C(N/N=C/c1ccccc1)c1cc(-c2ccc3c(c2)OCO3)n[nH]1
0.2	.	0.96	-6	-6	-4	2	-22	-5	CCc1nc(SCC(=O)Nc2ccc(OC)cc2[N+](=O)[O-])n[nH]1

# Next part
PERK inh	Rad51 HR inh	Cl transport mod	FXIa inh	thrombin 1536	m-calpain inh	FXIIa inh 1536	Furin inh	KLK5 inh	structure
0.0	6	.	-3	0	-31	8	-30	2	CCN(CC)C(=O)/C=C/c1ccc(OC)c(S(=O)(=O)N2CCCCC2)c1
0.2	-3	-0.56	5	2	20	9	-5	-16	CC(C)(C)c1ccc(C2(C)NC(=O)N(CC(=O)NCc3cccs3)C2=O)cc1 (centres undefined)
-1.9	.	-2.8	-3	-6	5	1	-2	-32	O=C(Cc1coc2ccc3ccccc3c12)NC1CCCc2ccccc21 (centres undefined)
2.3	1	-0.12	1	4	-123	11	-19	17	O=C1NC(c2ccncc2)Nc2ccccc21 (centres undefined)
0.6	6	.	7	-4	-29	17	-31	-2	Cc1ccc(C)c(Nc2ncnc3nc[nH]c23)c1
.	-2	0.26	0	-4	-1	2	-15	-1	COC(=O)[C@@H]1C[C@@]2(O)[C@H](O)[C@H](O)[C@H](O)C[C@H]2N1CC(c1ccccc1)c1ccccc1
-1.4	-2	-0.095	6	5	-15	11	-4[20 µM]	-12	CCOC(=O)c1nnn(CC(=O)N2N=C(c3ccccc3)CC2c2ccccc2)c1C(=O)OCC (centres undefined)
0.4	-1	-0.37	7	-1	4	18	-17	-8	Cc1ccc(-c2noc(CN3CCN(c4ccccc4F)CC3)n2)cc1

# Further structures:
PERK inh	Rad51 HR inh	Cl transport mod	FXIa inh	thrombin 1536	m-calpain inh	FXIIa inh 1536	Furin inh	KLK5 inh	structure
0.8	-6	-0.061	8	1	-30	3	-19	-19	Cc1cc(N2CCCC2)nc2ccc(NC(=S)NC(C)C)cc12
1.5	8	-0.38	-1	-5	-5	3	-32	1	O=C(COC(=O)Cc1ccsc1)NC1CCCCCC1
1.2	5	-2.1	-3	-5	0	8	-11	-6	O=C(NCCSCc1ccc(Cl)cc1)c1cccs1
-0.6	0	0.12	10	-4	-15	13	-29	-14	CCC(C)NCCOCCOc1ccc(Cl)c(C)c1C (centres undefined)
0.6	-13	-0.74	1	-4	-11	9	-22	-2	CC(C)c1ccc(NC(=O)CSc2n[nH]c(=O)n2Cc2ccco2)cc1
1.1	-11	0.61	4	-4	8	10	-12	-8	O=C(COC(=O)c1nc(Cl)ccc1Cl)c1ccc(Cl)s1
-1.2	52*	0.22	-5	-2	0	5	-19	-6	CN1CCN(C2=C(Cl)C(=O)N(Cc3ccccc3)C2=O)CC1
0.2	.	-2.2	-1	-6	3	0	-10	-21	CN(CC(=O)OCC(=O)NCc1ccccc1)S(=O)(=O)c1ccc(Cl)cc1

# Shown as a hit in Rad51 HR inh (from the list above):
PERK inh	Rad51 HR inh	Cl transport mod	FXIa inh	thrombin 1536	m-calpain inh	FXIIa inh 1536	Furin inh	KLK5 inh	structure
-1.2	52*	0.22	-5	-2	0	5	-19	-6	CN1CCN(C2=C(Cl)C(=O)N(Cc3ccccc3)C2=O)CC1

# Continued.
PERK inh	Rad51 HR inh	Cl transport mod	FXIa inh	thrombin 1536	m-calpain inh	FXIIa inh 1536	Furin inh	KLK5 inh	structure
-0.5	-16	0.42	13	9	5	6	-4	5	Cn1nnnc1SCC(=O)Nc1ccc2c(c1)OCO2
0.6	-7	-1.4	4	2	-12	15	-12	.	O=C(CN1C(=O)/C(=C/c2cccc(Br)c2)SC1=S)Nc1cccnc1
0.4	12	0.77	9	16	-2	9	-1	4	CCNC(=S)N/N=C(\C)c1ccc(N2CCOCC2)cc1
-0.3	7	.	2	0	27	10	-7[20 µM]	1	CCCCCNc1nc(-c2ccccc2)cs1
0.0	0	0.92	-6	-5	-25	2	-15	-4	CCOc1cc(N2CCOCC2)c(OCC)cc1NC(=O)CN1C(=O)C2C3C=CC(C3)C2C1=O (centres undefined)
0.7	4	-0.082	-3	1	-3	12	-17	1	CN(C)C(=O)CSc1nnc(NC(=O)CCc2ccccc2)s1
-0.7	-6	-1.8	-1	-2	21	3	-8	3	Cc1nn(-c2ccc3ccccc3c2)c(=O)c2ccccc12
-0.6	12	-1.1	-9	-6	-66	-2	-19[20 µM]	-10	O=c1[nH]cnc2c1sc1nc3c(c(-c4ccc(Cl)cc4)c12)CCC3
0.8	7	0.42	1	2	-13	10	-11[20 µM]	-7	Cc1ccc(NC2=CC(=O)OC(C)C2)cc1 (centres undefined)
